Screens from PubChem BioAssay.
RGS4 inh: blocks human RGS4-accelerated GTP hydrolysis; P49798; AID 504845; 390,000 tested, 0.039% active; Transcreener GDP fluorescence polarization, RGS4-accelerated GTP hydrolysis; Potency, µM (series often up to 114 µM), for inactives: at the highest dose activity change, negative = inhibition, actives largely listed as inhibitors; also: potency is read from the fitted curve at half-maximal effect; % is scaled to controls: 0 for no effect and ±100 for the full control effect; nearly all actives have a fitted effect of over 75% in size; some results filed as inactive show a strong effect at the top dose
Target sequence (P49798 whole entry, looked up): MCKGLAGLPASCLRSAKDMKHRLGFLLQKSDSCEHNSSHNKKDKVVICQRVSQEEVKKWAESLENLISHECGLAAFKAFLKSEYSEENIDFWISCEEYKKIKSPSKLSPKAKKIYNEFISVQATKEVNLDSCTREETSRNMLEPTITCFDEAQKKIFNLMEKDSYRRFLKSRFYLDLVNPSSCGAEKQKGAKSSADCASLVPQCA
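MLSMR compounds (23 nl, pin-transferred) preincubated 10 min at room temperature with a 500nM (2x) first reagent, then RGS4 at 900nM (2x) plus Transcreener GDP mix added; fluorescence polarization (620/688 nm) read before and after 90 min at 30 °C.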
POLB inh: DNA polymerase beta (human) inhibition; Potency, µM (series often up to 114 µM), for inactives: top-dose activity change, negative = inhibition, usual class: inhibitors; 340,000 tested, 1.3% active; P06746; Pol beta primer extension/strand displacement, fluorescence kinetic; also: potency is read from the fitted curve at half-maximal effect; % is scaled to controls: 0 for no effect and ±100 for the full control effect
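Pol beta (10 nM) was preincubated with compound for 15 min at room temperature. The reaction was then started with 50 nM substrate and read immediately and after a further 10 min at room temperature.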
LDHA block: LDHA (human) enzyme inhibition | purified LDHA, NADH/diaphorase-resazurin fluorescence; hits give low values | 480,000 tested, 0.15% active | AID 1347041 | activity change, % (values are at about 110 or 230 µM) | P00338; in the data active = activity change below about -30%; inconclusive = mostly about -25% to -30%;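 also: plate controls were DMSO wells for no effect and wells without enzyme for full effect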
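Human LDH5 at 2 nM final in Tris HCl pH 7.4 with 0.06 mM NADH and 0.2 mM pyruvate, reacted 5 minutes at room temperature. Remaining NADH coupled via diaphorase/resazurin; resorufin fluorescence read at 0 and 20 minutes, normalized to enzyme-free and DMSO wells.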
POLH inh: DNA polymerase eta (human) inhibition | Potency, µM (highest dose often 114 µM), for the others: top-dose activity change, negative = inhibition, most hits filed as inhibitors | 390,000 tested, 1.2% active | recombinant Pol eta, fluorescent DNA replication assay | Q9Y253; also: potency is read from the fitted curve at half-maximal effect; % is scaled to controls: 0 for no effect and ±100 for the full control effect
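Pol eta (10 nM) was preincubated with compounds for 15 min at room temperature, after which fluorescent replication substrate (50 nM final) was added to start the reaction. Fluorescence was read kinetically at 0 and 10 min.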
POLK inh: inhibitors of human DNA polymerase kappa; Potency, µM (doses to about 107 µM), for the others: at the highest dose activity, negative = inhibition, actives largely listed as inhibitors; purified Pol kappa, fluorescent DNA synthesis assay, 10 min; 400,000 tested, 0.53% active; Q9UBT6; also: potency is read from the fitted curve at half-maximal effect; % is scaled to controls: 0 for no effect and ±100 for the full control effect
Target sequence (Q9UBT6 whole entry, looked up): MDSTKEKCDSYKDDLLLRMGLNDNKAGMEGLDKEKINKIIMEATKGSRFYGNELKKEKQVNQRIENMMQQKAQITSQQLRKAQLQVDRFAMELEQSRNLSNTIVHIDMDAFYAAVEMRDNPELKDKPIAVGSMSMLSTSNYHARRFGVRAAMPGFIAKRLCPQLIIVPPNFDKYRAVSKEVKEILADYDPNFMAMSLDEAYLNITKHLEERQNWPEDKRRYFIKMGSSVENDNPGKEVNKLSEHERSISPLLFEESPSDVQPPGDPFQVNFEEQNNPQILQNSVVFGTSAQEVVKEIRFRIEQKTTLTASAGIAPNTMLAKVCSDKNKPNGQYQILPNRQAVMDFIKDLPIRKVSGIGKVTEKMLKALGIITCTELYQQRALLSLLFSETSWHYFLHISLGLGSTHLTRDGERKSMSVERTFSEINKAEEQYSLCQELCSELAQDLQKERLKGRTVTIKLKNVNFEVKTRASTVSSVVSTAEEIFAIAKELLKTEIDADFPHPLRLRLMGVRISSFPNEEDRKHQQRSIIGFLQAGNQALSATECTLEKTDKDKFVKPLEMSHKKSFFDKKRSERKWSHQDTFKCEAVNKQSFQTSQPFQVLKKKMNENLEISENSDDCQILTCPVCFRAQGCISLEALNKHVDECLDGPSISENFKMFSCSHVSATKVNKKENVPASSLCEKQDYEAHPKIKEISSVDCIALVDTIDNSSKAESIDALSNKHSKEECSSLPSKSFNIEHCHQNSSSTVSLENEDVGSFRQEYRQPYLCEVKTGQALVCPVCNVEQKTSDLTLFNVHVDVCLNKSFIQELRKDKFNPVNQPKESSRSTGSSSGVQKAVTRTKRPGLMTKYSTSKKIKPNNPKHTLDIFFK
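Activity was followed as the change in fluorescence between reads at 0 and 10 min after starting the reaction with 50 nM substrate. Beforehand, 10 nM polymerase had been preincubated with compound for 15 min at room temperature.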
APEX1 inh: blocks human APE1 abasic DNA cleavage. 350,000 tested, 0.35% active. P27695. recombinant APE1, TAMRA/BHQ-2 abasic DNA cleavage fluorescence. AID 2517. Potency, µM (doses to about 65.8 µM), for the others: top-dose activity change, negative = inhibition, actives largely listed as inhibitors;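 also: potency is read from the fitted curve at half-maximal effect; plate controls were vehicle for no effect and reference inhibitor for full effect; nearly all actives have a fitted effect of over 55% in size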
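Compound pre-exposure to 0.75 nM APE1, 15 min at ambient temperature. Reaction initiated with 50 nM TAMRA/BHQ-2 THF substrate, read immediately in kinetic mode, 525 nm excitation, 598 nm emission.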
ERG Ets-DNA blk: inhibitors of human ERG Ets domain-DNA interaction. Potency, µM (series often up to 76.9 µM), inactives show at the highest dose FP activity, negative = inhibition, usual class: inhibitors. fluorescence polarization, His-ERG Ets domain / labelled DNA. 370,000 tested, 0.028% active. P11308. AID 624246; active = well fitted inhibition curve with a large enough effect in the polarisation, with a control signal flat; inconclusive = small, poorly fitted or top-dose-only effect, or effect the other way, or a change in a side signal; inactive = no such curve, though single readings can be large or run the other way; the % refers to the polarisation;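 also: polarization taken with two DNA probes labelled with fluorescein and Texas red; potency is read from the fitted curve at half-maximal effect; % of control where 0% means no effect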
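His-tagged ERG Ets domain (1 uM in the protein solution; 300mM KCl, 50mM Tris-HCl, 1mM EDTA, 1mM DTT, pH 7.5) received compound, then a probe mix of 5 nM fluorescein-DNA and 100nM Texas-615-DNA. Fluorescence polarization was read for both dyes.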
Anesthetic bind: binds horse apoferritin like a general anesthetic; AID 485281; apoferritin/1-aminoanthracene competitive binding, fluorescence; 350,000 tested, 0.074% active; Potency, µM (top dose mostly 77.5 µM), for the others: at the highest dose activity change, negative = displacement, usual class: inhibitors; P02791; also: potency is read from the fitted curve at half-maximal effect; % is scaled to controls: 0 for no effect and ±100 for the full control effect; nearly all actives have a fitted effect of over 20% in size
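Apoferritin-based anesthetic binding model; compound displacement of fluorescent 1-AMA measured as endpoint fluorescence after 10 minutes at room temperature, scaled to free-ligand and complex controls.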
ALOX12 inh: blocks human arachidonate 12S-lipoxygenase; P18054; purified 12hLO, xylenol orange hydroperoxide absorbance; Potency, µM (highest dose often 108 µM), inactives show at the highest dose activity change, negative = inhibition, actives largely listed as inhibitors; 580,000 tested, 1.1% active; also: potency is read from the fitted curve at half-maximal effect; % is scaled to controls: 0 for no effect and ±100 for the full control effect
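Purified human 12hLO at 150 nM in 25 mM Hepes, 0.01% Triton X-100, pH 7.0, preincubated 15 min at room temperature with compound. Reaction started with 40 uM arachidonic acid, 30 min at room temperature. Hydroperoxide measured by Fe-xylenol orange, 573/405 nm absorbance ratio.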
* marks the source's active call; other numbers are inactive results; & = joins results of further samples; [ ] = another dose, or the depositor's remark. Unless noted, calls follow the shape of the dose curve; as a rule, active = well fitted curve in the direction sought with a large enough effect; inconclusive = small, poorly fitted or top-dose-only effect, or another doubt; inactive = no such curve, though single readings can be large; an effect the other way counts as inactive or inconclusive.

Screening N[C@H](CSSC[C@@H](N)C(=O)O)C(=O)O returned POLK inh 14%[60.1 µM], APEX1 inh -3%, Anesthetic bind -4% and ALOX12 inh -3%.
For Cc1ccc(CC(CC(=O)O)C(=O)NCc2ccccc2)cc1 (centres undefined) the results were RGS4 inh -9%, POLB inh 2%, LDHA block -3, POLH inh -14%, POLK inh -8%, APEX1 inh 1%, ERG Ets-DNA blk 2%, Anesthetic bind -9% and ALOX12 inh 11%.
For CC(C)C(NS(=O)(=O)c1ccc2c(c1)C(C)(C)C(=O)N2C)C(=O)NCc1ccc(F)cc1 (centres undefined) the results were RGS4 inh -1%, POLB inh inconclusive, LDHA block -2, POLH inh -2%, POLK inh 0%, APEX1 inh 55%[activator], ERG Ets-DNA blk 3%, Anesthetic bind -7% and ALOX12 inh 356%[activator].
`O=C(CCC(=O)c1cccs1)OCC(=O)c1ccccc1` gave RGS4 inh -10%, LDHA block -6, POLH inh -10%, POLK inh -2%, APEX1 inh -14% and ALOX12 inh 0%.
`COC(=O)[C@@H](NC(=O)Nc1ccccc1F)C(C)C` gave RGS4 inh 5%, POLB inh 2%, LDHA block -3, POLH inh 1%, POLK inh 2%, APEX1 inh 5%, ERG Ets-DNA blk 16%, Anesthetic bind -9% and ALOX12 inh 0%.
`Cc1ccc(C)c(S(=O)(=O)NC(CC(C)C)C(=O)O)c1` (centres undefined) gave RGS4 inh -12%, POLB inh -2%, LDHA block -1, POLH inh 2%, POLK inh -16%, APEX1 inh -2%, ERG Ets-DNA blk -1%, Anesthetic bind -3% and ALOX12 inh -10%.
For O=C(Nc1ccc(F)cc1)C(=O)c1cn(CC(=O)N2CCOCC2)c2ccccc12 the results were RGS4 inh 3%, POLB inh 36%, LDHA block -3&2, POLH inh -17%, POLK inh -2%, APEX1 inh 22%, ERG Ets-DNA blk -5%, Anesthetic bind inconclusive and ALOX12 inh -6%&20%.
Screening CCS(=O)(=O)N1CCC(C(=O)Oc2ccccc2Br)CC1 returned RGS4 inh 2%, POLB inh -3%, LDHA block -1, POLH inh -2%, POLK inh -6%, APEX1 inh 7%, ERG Ets-DNA blk -2%, Anesthetic bind -10% and ALOX12 inh 17%.
For CCCc1cc(NC(=O)CCl)n(-c2ccccc2)n1 the results were RGS4 inh -20%, POLB inh 25%, LDHA block 4, POLH inh -5%, POLK inh 7%, APEX1 inh 1%, ERG Ets-DNA blk -4%, Anesthetic bind -3% and ALOX12 inh -12%.
COc1ccc(-n2c(C)nc3c(cnn3-c3ccc(F)cc3)c2=O)cc1 was read as RGS4 inh 16%, POLB inh 43%, LDHA block -1, POLH inh 2%, POLK inh 6%, ERG Ets-DNA blk 0%, Anesthetic bind -5% and ALOX12 inh -21%.
Cn1ccnc1SCC(=O)N(C1CCCCC1)C1CCCCC1 was read as RGS4 inh 0%, POLB inh -12%, LDHA block -14, POLH inh -3%, POLK inh -3%, APEX1 inh 13%, ERG Ets-DNA blk -1%, Anesthetic bind -19% and ALOX12 inh -14%.
For Cc1ccccc1NC(=O)c1[nH]cnc1C(=O)NN the results were RGS4 inh 0%, POLB inh 7%, LDHA block -10, POLH inh -14%, POLK inh -9%, APEX1 inh 59%[activator], ERG Ets-DNA blk 3%, Anesthetic bind -3% and ALOX12 inh 0%.
Screening COc1ccc(CN2C(=O)c3cccnc3C2=O)cc1S(=O)(=O)NCc1ccc(C)cc1 returned RGS4 inh -13%, POLB inh 2%, LDHA block 0, POLH inh -5%, POLK inh -23%, APEX1 inh -3%, ERG Ets-DNA blk 0%, Anesthetic bind -7% and ALOX12 inh 12%.
Screening Cc1ccc(CC(=O)Nc2nc3ccccc3s2)cc1 returned RGS4 inh -11%, POLB inh -13%, LDHA block 0, POLH inh -21%, POLK inh -4%, APEX1 inh -8%, ERG Ets-DNA blk 6%, Anesthetic bind inconclusive and ALOX12 inh -11%.
For COc1ccccc1-n1nnnc1S(=O)(=O)Cc1ccc(Cl)cc1 the results were RGS4 inh -19%, POLB inh 14%, LDHA block -2, POLH inh 6%, POLK inh -3%, APEX1 inh 7%, ERG Ets-DNA blk 2%, Anesthetic bind 4% and ALOX12 inh 30%.
COc1cc(C(=O)Nc2ccc(C)c(S(=O)(=O)N(C)C)c2)ccc1OCC(=O)N1CCOCC1 was read as RGS4 inh -17%, LDHA block -1, POLH inh inconclusive, POLK inh -9%, APEX1 inh 25%, ERG Ets-DNA blk 2% and ALOX12 inh 1%.
Screening O=C1c2cc(Br)ccc2OC2C=CC=CC12 (centres undefined) returned RGS4 inh -8%, LDHA block 5, POLH inh -6%, POLK inh 7%, APEX1 inh -16%, ERG Ets-DNA blk 3% and ALOX12 inh -8%.
`CC1=C(C(=O)Nc2cccc(F)c2)C(c2ccsc2)C2=C(CC(C)(C)CC2=O)N1` (centres undefined) gave RGS4 inh -11%, POLB inh 8%, LDHA block -7, POLH inh -21%, POLK inh -10%, APEX1 inh 10%, ERG Ets-DNA blk -8%, Anesthetic bind 52%[activator] and ALOX12 inh 5%.
For Cc1ccc(NC(=O)N2CCCC(c3ccccc3)C2)cc1 (centres undefined) the results were RGS4 inh 20%, POLB inh 10%, LDHA block -3, POLH inh -17%, POLK inh -10%[60.1 µM], APEX1 inh 12%, ERG Ets-DNA blk -2%, Anesthetic bind -3% and ALOX12 inh 0%.
CC[C@]12c3[nH]c4ccccc4c3CCN1C(=O)C(CC(=O)NCCc1ccccn1)C[C@@H]2C(=O)N1CCN(C(=O)C2CC2)CC1 (some centres undefined) was read as RGS4 inh 5%, LDHA block 1, POLH inh -5%, POLK inh -11%, APEX1 inh -2%, ERG Ets-DNA blk -7% and ALOX12 inh 14%.

Of the compounds above, these contain a COOH group.
Screening N[C@H](CSSC[C@@H](N)C(=O)O)C(=O)O returned POLK inh 14%[60.1 µM], APEX1 inh -3%, Anesthetic bind -4% and ALOX12 inh -3%.
For Cc1ccc(CC(CC(=O)O)C(=O)NCc2ccccc2)cc1 (centres undefined) the results were RGS4 inh -9%, POLB inh 2%, LDHA block -3, POLH inh -14%, POLK inh -8%, APEX1 inh 1%, ERG Ets-DNA blk 2%, Anesthetic bind -9% and ALOX12 inh 11%.
`Cc1ccc(C)c(S(=O)(=O)NC(CC(C)C)C(=O)O)c1` (centres undefined) gave RGS4 inh -12%, POLB inh -2%, LDHA block -1, POLH inh 2%, POLK inh -16%, APEX1 inh -2%, ERG Ets-DNA blk -1%, Anesthetic bind -3% and ALOX12 inh -10%.

Next section.
Cn1cc(CN(Cc2ccccc2)C[C@@H]2CCC(=O)N2)c(-c2ccccc2F)n1 was read as RGS4 inh -13%, POLB inh 31%, LDHA block 3, POLH inh -11%, POLK inh 11%, APEX1 inh 0%, ERG Ets-DNA blk 6%, Anesthetic bind -13% and ALOX12 inh -2%.
Screening CCC(=O)Nc1ccc(C(=O)Nc2cccc(C)n2)cc1 returned RGS4 inh -8%, POLB inh inconclusive, LDHA block -3, POLH inh -12%, POLK inh -4%, APEX1 inh 15%, ERG Ets-DNA blk 11%, Anesthetic bind -1% and ALOX12 inh -8%.
O=C(Cn1cnc2sc(-c3ccccc3)cc2c1=O)NCc1ccco1 was read as RGS4 inh -73%[11.4 µM], POLB inh 7.9µM*, LDHA block 2, POLH inh 7.1µM*, POLK inh 32µM*, APEX1 inh 32µM*, ERG Ets-DNA blk 16%, Anesthetic bind -4% and ALOX12 inh 0%.
`O=C(O)c1ccc(S(=O)(=O)c2ccc3c(c2)C(=O)N(c2ccc(Br)cc2)C3=O)cc1` gave RGS4 inh -24%, POLB inh -5%, LDHA block -4, POLH inh -21%, POLK inh -5%, APEX1 inh 25%, ERG Ets-DNA blk 6%, Anesthetic bind -8% and ALOX12 inh -18%.
Screening C/C(=N\NC(=O)c1cccc(S(=O)(=O)N2CCCCC2)c1)c1ccc(C)o1 returned RGS4 inh -49%, POLB inh 10%, LDHA block -1, POLH inh -12%, POLK inh 1%, APEX1 inh 3%, ERG Ets-DNA blk -15%, Anesthetic bind -13% and ALOX12 inh -11%.
Screening CSc1ncc(C(=O)NCc2cccc(C)c2)c(-c2ccccc2)n1 returned RGS4 inh 3%, POLB inh 35%, LDHA block -4, POLH inh -6%, POLK inh -8%, ERG Ets-DNA blk -4%, Anesthetic bind -5% and ALOX12 inh -3%.
Screening CCOc1cc(C)c(Cl)cc1S(=O)(=O)n1nnc2ccccc21 returned RGS4 inh 3%, POLB inh 1%, LDHA block 0, POLH inh -10%, POLK inh -4%, APEX1 inh -3%, ERG Ets-DNA blk -16%, Anesthetic bind -6% and ALOX12 inh 0%.

Arranged by molecular weight (low to high): three of the compounds above.
Screening CSc1ncc(C(=O)NCc2cccc(C)c2)c(-c2ccccc2)n1 returned RGS4 inh 3%, POLB inh 35%, LDHA block -4, POLH inh -6%, POLK inh -8%, ERG Ets-DNA blk -4%, Anesthetic bind -5% and ALOX12 inh -3%.
Screening CCOc1cc(C)c(Cl)cc1S(=O)(=O)n1nnc2ccccc21 returned RGS4 inh 3%, POLB inh 1%, LDHA block 0, POLH inh -10%, POLK inh -4%, APEX1 inh -3%, ERG Ets-DNA blk -16%, Anesthetic bind -6% and ALOX12 inh 0%.
O=C(Cn1cnc2sc(-c3ccccc3)cc2c1=O)NCc1ccco1 was read as RGS4 inh -73%[11.4 µM], POLB inh 7.9µM*, LDHA block 2, POLH inh 7.1µM*, POLK inh 32µM*, APEX1 inh 32µM*, ERG Ets-DNA blk 16%, Anesthetic bind -4% and ALOX12 inh 0%.

An excerpt, so the mix of outcomes need not match the whole.
